Screening results as filed in PubChem.
IDH1 R132H inh – inhibitors of IDH1 R132H reductase, primary screen, biochemical, plate reader, single point; diaphorase/resazurin fluorescence, 60 min; 0.18% of 70,000 active; inhibition, % at 10 µM; in the data active = inhibition above about 34%;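 also: 0% = DMSO and 100% = no enzyme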
EZH2 inh – EZH2/PRC2 methyltransferase inhibitors, primary screen, biochemical, DELFIA time-resolved fluorescence, single point; Histone-lysine N-methyltransferase EZH2 (Homo sapiens), Q15910; PRC2 H3K27 methylation, DELFIA TRF, 1 h; inhibition, % at 12.5 µM; 0.35% of 57,000 active;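 active = mean inhibition of replicates at least 50% and every single replicate also reaching 50%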;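 also: dimethyl H3K27 on biotinylated H3 21-44 peptide detected by antibody; plate controls were median neutral control wells for no effect and median positive control wells for full effect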
Target sequence (Q15910 whole entry, looked up): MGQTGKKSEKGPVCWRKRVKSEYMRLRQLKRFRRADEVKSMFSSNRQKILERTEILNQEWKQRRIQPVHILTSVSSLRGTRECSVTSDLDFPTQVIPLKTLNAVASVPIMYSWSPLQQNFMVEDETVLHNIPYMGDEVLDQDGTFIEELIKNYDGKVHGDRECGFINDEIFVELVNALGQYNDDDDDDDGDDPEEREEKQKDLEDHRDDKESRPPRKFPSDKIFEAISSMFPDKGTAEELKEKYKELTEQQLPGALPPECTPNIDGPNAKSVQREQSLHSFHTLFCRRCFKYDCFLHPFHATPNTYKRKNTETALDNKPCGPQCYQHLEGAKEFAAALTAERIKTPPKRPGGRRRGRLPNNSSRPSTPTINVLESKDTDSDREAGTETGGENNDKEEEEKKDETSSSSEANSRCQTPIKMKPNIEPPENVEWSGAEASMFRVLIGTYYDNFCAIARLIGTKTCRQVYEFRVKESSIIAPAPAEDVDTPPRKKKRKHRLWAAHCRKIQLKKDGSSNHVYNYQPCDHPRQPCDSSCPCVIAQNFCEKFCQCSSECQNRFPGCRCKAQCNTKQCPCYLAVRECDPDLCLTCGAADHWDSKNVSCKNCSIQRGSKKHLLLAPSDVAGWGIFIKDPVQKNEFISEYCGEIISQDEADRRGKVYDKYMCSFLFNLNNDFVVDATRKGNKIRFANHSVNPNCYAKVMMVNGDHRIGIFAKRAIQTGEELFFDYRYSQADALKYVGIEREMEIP
* hit, by the source's call; · = no result given. Some of the compounds tested, so the mix of outcomes need not match the whole.

SMILES | IDH1 R132H inh | EZH2 inh
Cc1c(NC(=O)COc2ccc(I)cc2)cccc1C(=O)O | 0.2 | -25.2
C[C@@H]1CN([C@@H](C)CO)C(=O)c2cc(NC(=O)Cc3cn(C)c4ccccc34)ccc2O[C@@H]1CN(C)S(=O)(=O)c1cn(C)cn1 | -24.3 | ·
Oc1ccc([C@@H]2Oc3cc(O)cc(O)c3C[C@@H]2O)cc1 | -0.9 | 89.3*
CCCC(O)C#Cc1cnc2c(c1)C(=O)N([C@H](C)CO)C[C@H](C)[C@H](CN(C)C)O2 (some centres undefined) | 2.1 | -2.2
C[C@@H]1CN([C@@H](C)CO)C(=O)c2cc(NC(=O)CCCCCC(=O)Nc3ccccc3N)ccc2O[C@H]1CN(C)S(=O)(=O)c1cn(C)cn1 | · | 2.7
CCCC#Cc1ccc2c(c1)O[C@@H](CN(C)C(C)=O)[C@H](C)CN([C@H](C)CO)S2(=O)=O | 6.0 | 12.4
C[C@H](CO)N1C[C@H](C)[C@@H](CN(C)CC2CC2)Oc2cc(-c3ccccc3)ccc2S1(=O)=O | -0.2 | -9.5
COc1ccc(CN(C)C[C@H]2Oc3ccc(NC(=O)Nc4ccc(C(F)(F)F)cc4)cc3C(=O)N([C@@H](C)CO)C[C@@H]2C)cc1 | -0.3 | ·
Cc1ccc(S(=O)(=O)Nc2ccc3c(c2)C(=O)N([C@@H](C)CO)C[C@H](C)[C@@H](CN(C)Cc2ccncc2)O3)cc1 | -1.4 | 3.4
COCC(=O)N(C)C[C@H]1Oc2ncc(C#CCC3CCCC3)cc2C(=O)N([C@@H](C)CO)C[C@H]1C | 2.0 | -15.0
CCO[C@@H]1OC(C(=O)NCc2nc3ccccc3[nH]2)=C[C@H](C)[C@H]1CCCO | · | 4.7
O=C(COc1ccc([N+](=O)[O-])cc1)Nc1ccc2oc(-c3ccccc3Cl)nc2c1 | -0.6 | -10.1
CC(C)NC(=O)N(C)C[C@@H]1Oc2c(NS(=O)(=O)c3ccc(F)cc3)cccc2C(=O)N([C@H](C)CO)C[C@H]1C | 2.4 | ·
COC1=CC(=O)O[C@@H](CCc2ccccc2)[C@@H]1O | 0.1 | ·
C[C@H]1CN([C@@H](C)CO)C(=O)Cc2cc(NC(=O)C3CC3)ccc2O[C@H]1CN(C)S(=O)(=O)c1ccc(Cl)cc1 | 1.5 | 6.3
COc1ccccc1-c1cn(CC[C@@H]2CC[C@@H](NC(=O)C3CCC3)[C@H](CO)O2)nn1 | -0.6 | 0.8
CCn1c(SCC(N)=O)nnc1-c1ccc(Cl)cc1 | -0.3 | -6.0
Cc1noc(C)c1S(=O)(=O)Nc1ccc2c(c1)CC(=O)N([C@H](C)CO)C[C@@H](C)[C@@H](CN(C)Cc1ccc(-c3ccccc3)cc1)O2 | 1.2 | ·
CN(C)CC(=O)N[C@H]1CC[C@H](CC(=O)NCCN2CCCCC2)O[C@@H]1CO | 0.2 | 2.9
C[C@@H]1CCCCO[C@H](CN(C)C)[C@H](C)CN([C@H](C)CO)C(=O)c2cc(NC(=O)Nc3ccc(C(F)(F)F)cc3)ccc2O1 | 2.0 | 7.3
C[C@@H]1CCCCO[C@@H](CN(C)C)[C@@H](C)CN([C@H](C)CO)C(=O)c2cc(NC(=O)CCCCCC(=O)Nc3ccccc3N)ccc2O1 | · | -5.7
C[C@H](NC(=O)N(C)C[C@H]1OCc2ccccc2-c2ccccc2C(=O)N([C@@H](C)CO)C[C@H]1C)c1ccccc1 | 0.9 | 4.9
Cc1ccccc1-c1cnc2c(c1)C(=O)N([C@H](C)CO)C[C@H](C)[C@H](CN(C)C(=O)c1ccc(F)cc1)O2 | -0.6 | -6.2
COc1cc2c(cc1NC(=O)C1CCC(=O)N1S(=O)(=O)c1ccc(C)cc1)oc1ccccc12 (centres undefined) | -0.4 | -3.6
C[C@H](CO)N1C[C@H](C)[C@@H](CN(C)C(=O)Nc2cccc(C(F)(F)F)c2)OCc2cn(nn2)CCCC1=O | -3.9 | -1.8

Complete entries as entered above.
Cc1ccccc1-c1cnc2c(c1)C(=O)N([C@H](C)CO)C[C@H](C)[C@H](CN(C)C(=O)c1ccc(F)cc1)O2 is entered as IDH1 R132H inh = -0.6; EZH2 inh = -6.2
C[C@@H]1CN([C@@H](C)CO)C(=O)c2cc(NC(=O)CCCCCC(=O)Nc3ccccc3N)ccc2O[C@H]1CN(C)S(=O)(=O)c1cn(C)cn1 is entered as IDH1 R132H inh = ·; EZH2 inh = 2.7
COc1ccc(CN(C)C[C@H]2Oc3ccc(NC(=O)Nc4ccc(C(F)(F)F)cc4)cc3C(=O)N([C@@H](C)CO)C[C@@H]2C)cc1 is entered as IDH1 R132H inh = -0.3; EZH2 inh = ·

Other results.
SMILES | IDH1 R132H inh | EZH2 inh
C[C@H](O)C#Cc1ccc2c(c1)O[C@@H](CN(C)Cc1ccc(-c3ccccc3)cc1)[C@H](C)CN([C@H](C)CO)S2(=O)=O | 0.2 | 24.1
C[C@@H]1CN([C@H](C)CO)C(=O)c2cc(C#Cc3ccncc3)cnc2O[C@@H]1CN(C)C(=O)c1ccccc1F | 36.2* | 1.2
C[C@H](CO)N1C[C@H](C)[C@@H](CN(C)Cc2ccc(C(=O)O)cc2)OCCCC[C@H](C)Oc2ccc(NS(=O)(=O)c3ccccc3)cc2C1=O | 1.2 | ·
C[C@H](CO)N1C[C@H](C)[C@@H](CN(C)Cc2ccc(C(F)(F)F)cc2)Oc2c(NC(=O)Nc3ccccc3)cccc2C1=O | 0.9 | -12.3
CO[C@@H](CN(C)S(=O)(=O)c1ccc(F)cc1)[C@H](C)CN(Cc1ccccc1Cl)[C@H](C)CO | -0.5 | 18.7
COCC(=O)N(C)C[C@H]1Oc2ncc(/C=C/c3ccccc3)cc2C(=O)N([C@H](C)CO)C[C@@H]1C | -2.2 | -2.7
O=C(O)C[C@@H]1CC[C@H](NC(=O)c2ccccc2F)[C@@H](CO)O1 | -0.2 | 9.2
CCS(=O)(=O)Nc1ccc2c(c1)C(=O)N(C)C[C@H](OC)[C@H](C)CN(C(=O)CN(C)C)[C@@H](C)CO2 | 0.0 | 10.1
COc1ccccc1S(=O)(=O)N[C@@H]1C=C[C@@H](CC(=O)NCc2cc(F)cc(F)c2)O[C@@H]1CO | 0.3 | -1.7
O=C(Nc1ccc2c(c1)[C@H]1C[C@@H](CC(=O)N3CCCCC3)O[C@@H](CO)[C@H]1O2)c1cccnc1 | 0.4 | 9.0
C[C@@H]1CN([C@@H](C)CO)C(=O)c2cc(NC(=O)Cn3cnnn3)ccc2O[C@H]1CN(C)Cc1ccncc1 | 1.7 | 3.7
COc1cccc(S(=O)(=O)Nc2ccc3c(c2)OC[C@@H](C)NC[C@@H](C)[C@H](OC)CN(C)C3=O)c1 | 0.0 | 9.0
COc1ccccc1NC(=O)N[C@@H]1CC[C@H](CC(=O)N[C@@H](C)c2ccccc2)O[C@H]1CO | 0.0 | -3.7
COc1ccc(CN(C)C[C@@H]2Oc3c(NC(=O)CCCCCC(=O)Nc4ccccc4N)cccc3C(=O)N([C@H](C)CO)C[C@H]2C)cc1 | · | -7.6
Cc1noc(C)c1S(=O)(=O)N(C)C[C@@H]1Oc2c(NC(=O)c3cnccn3)cccc2C(=O)N([C@H](C)CO)C[C@@H]1C | 0.0 | ·
O=C(/C=C/CCc1ccccc1)CCc1ccccc1 | 3.6 | 23.1
Cc1nn(Cc2c(Cl)cccc2Cl)c(C)c1NC(=O)c1noc2c1CC(C(C)(C)C)CC2 (centres undefined) | 0.5 | -12.2
COc1cc(OC)c(NC(=O)CSc2nc3ccc([N+](=O)[O-])cc3s2)cc1Cl | 0.9 | -15.1
COc1ccc(NC(=O)Nc2ccc3c(c2)C(=O)N([C@@H](C)CO)C[C@H](C)[C@H](CN(C)C(=O)Nc2ccc(C(F)(F)F)cc2)O3)cc1 | -3.4 | ·
CCC(=O)Nc1ccc2c(c1)C(=O)N(C)C[C@@H](OC)[C@H](C)CN(Cc1ccccc1C(=O)O)[C@H](C)CO2 | -0.1 | 6.7
O=C(NCC[C@H]1CC[C@@H](NS(=O)(=O)c2ccccc2)[C@@H](CO)O1)c1ccccc1F | -0.4 | 1.5
COc1ccc(-c2cnc3c(c2)C(=O)N([C@H](C)CO)C[C@H](C)[C@H](CN(C)S(=O)(=O)c2ccccc2)O3)cc1 | -0.1 | ·
CCc1ccccc1NC(=O)CN(C)S(=O)(=O)c1c(C)cc(C)cc1C | -0.8 | 1.0
C[C@@H]1CN([C@H](C)CO)S(=O)(=O)c2ccc(C3=CCCC3)cc2O[C@H]1CN(C)Cc1ccccc1F | -0.2 | 19.0
C[C@H](CO)N1C[C@H](C)[C@H](CN(C)S(=O)(=O)c2ccc3c(c2)OCCCO3)OCc2cnnn2CCCC1=O | -7.9 | ·
New compounds follow
SMILES | IDH1 R132H inh | EZH2 inh
CNC[C@H]1OCCCC[C@@H](C)Oc2ccc(NS(=O)(=O)c3ccc(Cl)cc3)cc2C(=O)N([C@@H](C)CO)C[C@H]1C | · | 0.2
NC(=O)CSc1nc2c(c(=O)n1Cc1ccccc1)C1(CCCCC1)Cc1ccccc1-2 | -0.1 | -14.6
C[C@@H]1CN([C@H](C)CO)C(=O)Cc2cc(NS(=O)(=O)c3ccc(Cl)cc3)ccc2O[C@@H]1CN(C)Cc1ccncc1 | 2.7 | -2.2
CC(=O)N(C)C[C@H]1Oc2cc(C#Cc3cccnc3)ccc2S(=O)(=O)N([C@@H](C)CO)C[C@H]1C | -0.1 | -4.3
Cc1cc(NS(=O)(=O)c2ccc(Nc3nc(-c4ccc(O)cc4)cs3)cc2)no1 | 59.7* | 18.8
C[C@H]1C=C(C(=O)Nc2ccccc2)O[C@@H](OCCCCO)C1 | · | -0.7
O=C(C[C@H]1C[C@@H]2c3cc(NC(=O)NC4CCCC4)ccc3O[C@@H]2[C@@H](CO)O1)NCc1ccc2c(c1)OCO2 | -1.6 | -6.3
Cc1noc(C)c1NC(=O)N(C)C[C@H]1Oc2ccc(NC(=O)Nc3cccc4ccccc34)cc2CC(=O)N([C@H](C)CO)C[C@@H]1C | -0.5 | ·
C[C@@H]1CN([C@@H](C)CO)S(=O)(=O)c2ccc(/C=C/c3ccccc3)cc2O[C@@H]1CN(C)C(=O)Nc1cccc(F)c1 | -0.5 | ·
CC1(C)CC[C@]2(C(=O)O[C@@H]3O[C@H](CO)[C@@H](O)[C@H](O)[C@H]3O)CC[C@]3(C)C(=CCC4[C@@]5(C)CC[C@H](O[C@@H]6O[C@H](C(=O)O)[C@@H](O[C@@H]7O[C@H](CO)[C@@H](O)[C@H](O)[C@H]7O)[C@H](O)[C@H]6O[C@@H]6O[C@H](CO)[C@@H](O)[C@H](O)[C@H]6O)C(C)(C)C5CC[C@]43C)C2C1 (some centres undefined) | 0.2 | 11.0
C[C@@H]1CCCCO[C@@H](CN(C)C(=O)CCC(F)(F)F)[C@@H](C)CN([C@@H](C)CO)C(=O)c2cc(NS(C)(=O)=O)ccc2O1 | -0.3 | 0.9
CN(CC(=O)Nc1ccc(Br)cc1)S(=O)(=O)c1ccc2ccccc2c1 | 0.1 | 6.0
C[C@@H]1CN([C@@H](C)CO)C(=O)c2cccc(NC(=O)Nc3ccc(C(F)(F)F)cc3)c2O[C@H]1CN(C)Cc1ccc(Oc2ccccc2)cc1 | -1.2 | ·
N#C[C@H]1[C@@H](c2ccc(-c3ccccc3F)cc2)[C@@H](CO)N1C(=O)C1CCC1 | 0.2 | ·
COc1cc(CNC2CCCC2)ccc1OCC(N)=O | 1.1 | ·
C[C@H](CO)N1C[C@H](C)[C@@H](CN(C)S(=O)(=O)c2ccc3ccccc3c2)OCc2cn(nn2)CCCC1=O | · | 2.4
C[C@@H]1CCCCO[C@H](CN(C)Cc2ccncc2)[C@@H](C)CN([C@H](C)CO)C(=O)c2cc(NC(=O)Cc3ccccc3)ccc2O1 | · | 1.8
O=C(CC1Nc2cccc3cccc(c23)NC1=O)Nc1cccc([N+](=O)[O-])c1 (centres undefined) | -0.8 | -13.3
C/C=C/c1cnc2c(c1)C(=O)N([C@@H](C)CO)C[C@H](C)[C@@H](CN(C)C(=O)c1cccc(F)c1)O2 | -0.2 | 5.2
COCC(=O)Nc1ccc2c(c1)[C@H]1C[C@H](CC(=O)NCc3ccc4c(c3)OCO4)O[C@H](CO)[C@H]1O2 | -0.7 | -7.0
C[C@H]1CN([C@@H](C)CO)C(=O)c2cc(NC(=O)CCCCCC(=O)Nc3ccccc3N)ccc2O[C@@H]1CN(C)C(=O)Nc1ccc2c(c1)OCO2 | -0.3 | 6.6
CCCc1nnc2n1N=C(c1ccc(Br)cc1)CS2 | -0.3 | -7.6
CO[C@@H]1CC[C@@H]2CCN(C)C(=O)[C@@H](C)[C@H](OC)CN(C)C(=O)c3cccc(C#N)c3OC[C@@H]1O2 | 0.0 | 2.3
Cc1noc(C)c1NC(=O)Nc1ccc2c(c1)C(=O)N([C@@H](C)CO)C[C@@H](C)[C@H](CN(C)C(=O)c1ccccc1)OCCCC[C@@H](C)O2 | -0.7 | ·
C[C@H](CO)N1C[C@H](C)[C@H](CN(C)Cc2cccc(C(F)(F)F)c2)Oc2ncc(C#CCN(C)C)cc2C1=O | 0.6 | -32.5

Among those listed so far, these have two or more sulfur atoms:
SMILES | IDH1 R132H inh | EZH2 inh
COc1cc(OC)c(NC(=O)CSc2nc3ccc([N+](=O)[O-])cc3s2)cc1Cl | 0.9 | -15.1
Cc1cc(NS(=O)(=O)c2ccc(Nc3nc(-c4ccc(O)cc4)cs3)cc2)no1 | 59.7* | 18.8
